TDP43 rescue = TDP-43 toxicity inhibition in yeast; TDP-43 expressing yeast growth rescue, BacTiter-Glo, 24 h; AID 652104; actives 1.8% (n = 410,000); Potency, µM (titrated, usually from 46.1 µM), for inactives: at the top dose growth rescue (activation), most hits filed as activators; also: % of control where 0% means no effect; nearly all actives have a fitted effect of over 50% in size
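Yeast cells expressing TDP-43 under galactose induction are exposed to compounds for 24 hr at 30 deg C. BacTiter-Glo luminescence measures growth, so protective compounds score as activators.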
EPAC1 ag = EPAC1 (human) agonism. O95398. EPAC1 agonist qHTS, biochemical assay; response scale: 100% = response to 6.5 mM cAMP. Potency, µM (highest dose often 154 µM), for the others: at the highest dose activation, actives largely listed as activators. actives 0.073% (n = 360,000). AID 720707; also: nearly all actives have a fitted effect of over 60% in size
Target sequence (O95398 whole entry, looked up): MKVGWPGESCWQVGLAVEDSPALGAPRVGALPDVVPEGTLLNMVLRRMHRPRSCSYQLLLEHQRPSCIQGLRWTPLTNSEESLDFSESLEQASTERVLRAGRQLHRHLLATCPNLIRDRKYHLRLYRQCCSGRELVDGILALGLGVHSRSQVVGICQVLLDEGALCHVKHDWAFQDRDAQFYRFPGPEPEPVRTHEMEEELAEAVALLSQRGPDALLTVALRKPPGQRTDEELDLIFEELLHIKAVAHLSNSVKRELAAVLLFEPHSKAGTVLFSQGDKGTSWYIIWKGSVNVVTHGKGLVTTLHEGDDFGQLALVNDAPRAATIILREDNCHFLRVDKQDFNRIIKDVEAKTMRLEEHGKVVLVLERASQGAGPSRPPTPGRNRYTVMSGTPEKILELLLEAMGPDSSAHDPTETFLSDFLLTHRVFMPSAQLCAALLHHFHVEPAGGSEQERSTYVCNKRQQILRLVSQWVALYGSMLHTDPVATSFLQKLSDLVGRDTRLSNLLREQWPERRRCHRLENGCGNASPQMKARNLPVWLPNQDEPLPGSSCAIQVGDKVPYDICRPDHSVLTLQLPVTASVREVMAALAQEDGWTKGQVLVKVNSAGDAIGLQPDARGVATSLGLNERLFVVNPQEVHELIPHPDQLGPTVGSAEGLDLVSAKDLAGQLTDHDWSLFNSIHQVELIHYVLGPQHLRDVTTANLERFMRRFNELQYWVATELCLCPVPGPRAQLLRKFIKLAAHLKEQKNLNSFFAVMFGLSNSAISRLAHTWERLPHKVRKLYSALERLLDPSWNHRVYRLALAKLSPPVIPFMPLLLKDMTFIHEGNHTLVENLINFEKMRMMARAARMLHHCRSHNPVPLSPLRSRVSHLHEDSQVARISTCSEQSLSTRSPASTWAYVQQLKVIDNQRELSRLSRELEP
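Nucleotide exchange by EPAC1 (100 nM) on Rap1B–BODIPY-GDP (250 nM) in the presence of 50 uM GDP is tracked fluorescently at 480/540 nm over 30 min. Signals are normalized to a 6.5 mM cAMP control.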
FUS yeast rescue = FUS proteinopathy suppression in yeast; actives 0.24% (n = 390,000); Potency, µM (top dose mostly 76.6 µM), for inactives: top-dose growth rescue (activation), most hits filed as activators; S. cerevisiae FUS-expressing, growth rescue, OD600, 24 h;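 also: plate controls were DMSO vehicle for no effect and reference control for full effect; nearly all actives have a fitted effect of over 55% in size; some results filed as inactive show a strong effect at the top dose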
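Toxicity suppression screen in FUS-yeast. Cells induced with 2% galactose, starting OD 0.005, treated 24hr at 30C with compounds at multiple final concentrations; growth by OD600.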
EPAC1 antagonist = blocks human EPAC1 exchange factor; EPAC1 GEF assay, Rap1b-BODIPY-GDP exchange fluorescence; Potency, µM (series often up to 115 µM), without a hit: at the top dose activity change, negative = inhibition, most hits filed as inhibitors; actives 0.14% (n = 360,000);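 also: plate controls were vehicle for no effect and positive control for full effect; nearly all actives have a fitted effect of over 50% in size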
PTHR1 ag = agonists of human PTHR1 parathyroid hormone receptor. Potency, µM (doses to about 115 µM), for the others: at the highest dose activation, usual class: activators. actives 0.075% (n = 410,000). AID 743266. Q03431. HEK293 GP2 PTHR1 cells, GloSensor cAMP luminescence, 1 h; also: nearly all actives have a fitted effect of over 55% in size; some results filed as inactive show a strong effect at the top dose; inactives centre near -15; many of its hits are not listed in these tables
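HEK-293-derived GP2 cells expressing PTHR1 and a GloSensor cAMP reporter, 3,000/well, plated overnight, given luciferin plus IBMX (each 0.5 mM as added) for 1 h at 37 °C, then compound for 1 h at 37 °C. Luminescence was read after 15 min at room temperature.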
aSyn rescue = rescues yeast growth from alpha-synuclein toxicity; Yeast expressing alpha-synuclein, growth rescue, BacTiter-Glo, 24 h; actives 0.14% (n = 370,000); Potency, µM (highest dose often 46.1 µM), without a hit: at the top dose growth rescue (activation), most hits filed as activators; also: % of control where 0% means no effect; nearly all actives have a fitted effect of over 65% in size
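Galactose-induced alpha-syn yeast (OD600=0.02, raffinose-pregrown) + pinned cpd, 24 hr, 30 deg C; growth by BacTiter-Glo luminescence. Growth restoration scores as activation.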
EPAC2 ag = EPAC2 (human) agonism; Q8WZA2; EPAC2 activation, biochemical qHTS; response scale: 100% = 6.5 mM cAMP response; Potency, µM (doses to about 154 µM), inactives show top-dose activation, usual class: activators; actives 0.079% (n = 360,000); also: nearly all actives have a fitted effect of over 50% in size
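qHTS, titration series. 100 nM EPAC2 / 250 nM Rap1B-BODIPY-GDP / 50 uM GDP; RT; ex 480/em 540 nm, 5-min reads to 30 min. Norm. to 6.5 mM cAMP = activation.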
EPAC2 antag = blocks human EPAC2 exchange factor; actives 0.18% (n = 360,000); Q8WZA2; EPAC2 GEF exchange of Rap1B-BODIPY-GDP, fluorescence; Potency, µM (top dose mostly 114 µM), for inactives: at the top dose activity, negative = inhibition, hits mostly inhibitors; also: % is scaled to controls: 0 for no effect and ±100 for the full control effect; nearly all actives have a fitted effect of over 45% in size; many of its hits are not listed in these tables
* marks the source's active call; other numbers are inactive results; i = inactive; ? = inconclusive; / = not tested or not shown; [ ] = dose if it differs, or a comment. Calls follow the shape of the dose curve; as a rule, active = well fitted curve in the direction sought with a large enough effect; inconclusive = small, poorly fitted or top-dose-only effect, or another doubt; inactive = no such curve, though single readings can be large; an effect the other way counts as inactive or inconclusive. Potency is read from the fitted curve at half-maximal effect. Only part of the results is shown, so the mix of outcomes need not match the whole.

canonical_smiles	TDP43 rescue	EPAC1 ag	FUS yeast rescue	EPAC1 antagonist	PTHR1 ag	aSyn rescue	EPAC2 ag	EPAC2 antag
CCOC(=O)/C=C1/SCC(=O)N1CC(=O)Nc1cccc(F)c1	-14%	4%	/	5%	i	-3%	11%	-5%
CC(=O)N1CCC(C(=O)NCCOc2cccc(C)c2)CC1	-2%	3%	0%	-14%	-20%	4%	6%	-1%
COCc1cc(=O)[nH]c(Sc2c(-c3ccccc3)c3ccc(Cl)cc3[nH]c2=O)n1	0%	-9%	/	-1%	i	-1%	2%	12%
COc1ccc(S(=O)(=O)N2CCN(c3ccc(F)cc3)CC2)cc1-c1noc(C)n1	16%	/	-4%	/	i	5%	/	/
COC(=O)c1ccc(N)cc1O	-6%	4%	6%	-8%	-15%	5%	0%	-3%
Cc1ccc2c(c1)c(-c1ccccc1)nc1nncn12	-8%	-19%	-14%	-19%	-10%	8%	-1%	5%
CC(C)N1CCN(C2CSCCSC2)CC1CCO (configuration not stated)	-27%	-6%	14%	5%	i	1%	-2%	10%
Cc1sc(NC(=O)c2ccco2)c(CN2CCN(c3ccccc3)CC2)c1C	10%	0%	10%	4%	i	1%	-3%	-1%
CCC(C)NCc1ccc(C(=O)OC)o1 (configuration not stated)	-7%	6%	4%	0%	-4%[57.5 µM]	0%	3%	5%
Cc1nc(NC(=O)C(C)(C)C)sc1C(=O)Cn1cc(CCc2ccccc2)nn1	27%	10%	5%	10%	-22%	0%	12%	13%
C=CCn1c(SCc2nc(N)nc(N3CCCCC3)n2)nnc1-c1ccco1	-17%	9%	10%	-2%	i	-3%	13%	-1%
Cc1cc(NS(=O)(=O)c2ccc(NC(=S)NC(=O)c3ccncc3)cc2)no1	4%	4%	-1%	-6%	i	1%	2%	5%
O=C(C1CCCN(S(=O)(=O)c2ccc(Br)cc2)C1)N1CCOCC1 (configuration not stated)	-7%	-21%	7%	-16%	i	1%	7%	4%
COC(=O)C1CCCCN1C(=O)c1ccc2oc(C(C)C)nc2c1 (configuration not stated)	-15%	-7%	17%	16%	13%	-15%	6%	5%
Cc1ccc(-c2nc3ccccc3c(=O)n2CCCn2ccnc2)cc1	4%	-2%	21%	-19%	i	-7%	14%	-1%
O=[N+]([O-])c1ccccc1S(=O)(=O)N(CC(O)CN1CCCCC1)c1ccccc1 (configuration not stated)	-20%	-5%	23%	-10%	i	-2%	4%	-10%
C/C(=N\NC(=O)c1cccc(N2CCCC2=O)c1)c1ccc(N)cc1	10%	9%	26%	17%	-10%	-5%	3%	-4%
CCOC(=O)Cc1cnc(NC(=O)NC(C(=O)OCC)(c2ccccc2)C(F)(F)F)s1 (configuration not stated)	-5%	-5%	26%	-8%	-2%[57.5 µM]	0%	-12%	-10%
COc1ccc(C(C)NC(=O)c2ccc(Cl)cc2)cc1OC (configuration not stated)	-42%[inhibitor]	2%	/	13%	8%	1%	0%	-7%
CCC(C)c1ccccc1NC(=O)C(C)OC(=O)CN1C(=O)NC(C)(C)C1=O (configuration not stated)	0%	-1%	-11%	0%	i	-9%	-1%	4%

Next section (three carried over from the part before).
canonical_smiles	TDP43 rescue	EPAC1 ag	FUS yeast rescue	EPAC1 antagonist	PTHR1 ag	aSyn rescue	EPAC2 ag	EPAC2 antag
CCOC(=O)Cc1cnc(NC(=O)NC(C(=O)OCC)(c2ccccc2)C(F)(F)F)s1 (configuration not stated)	-5%	-5%	26%	-8%	-2%[57.5 µM]	0%	-12%	-10%
COc1ccc(C(C)NC(=O)c2ccc(Cl)cc2)cc1OC (configuration not stated)	-42%[inhibitor]	2%	/	13%	8%	1%	0%	-7%
CCC(C)c1ccccc1NC(=O)C(C)OC(=O)CN1C(=O)NC(C)(C)C1=O (configuration not stated)	0%	-1%	-11%	0%	i	-9%	-1%	4%
O=C(Cn1ncn2c(cc3ccccc32)c1=O)NCc1ccco1	-15%	-2%	?	-15%	i	2%	8%	15%
Cc1cc2oc(=O)cc(C)c2cc1NC(=O)CCl	0%[1.82 µM]	2%	17%	-7%	24%	1%	9%	-4%
CCCCCCc1cc2cc(C(=O)Nc3ccc(OC)cc3)c(=O)oc2cc1O	8%	2%	/	-15%	-30%	-3%	-7%	-17%
Cc1cc(N=Cc2cc(Cl)ccc2O)no1	-8%	6%	7%	-11%	i	0%	5%	-10%
CC(=O)Nc1ccccc1-c1nn[nH]n1	11%	0%	-14%	4%	-1%	3%	6%	16%
Cc1ccc(S(=O)(=O)N(C)c2ccc(C(=O)NCC(c3ccco3)N3CCCC3)cc2)cc1 (configuration not stated)	-3%	1%	-11%	0%	-30%[inhibitor]	2%	5%	-3%
COc1cccc(-c2ccc(=O)n(CC(=O)Nc3ccc(C(=O)N4CCCC4)cc3)n2)c1	-1%	-4%	20%	1%	i	0%	10%	14%
O=C(COC(=O)c1ccc(F)c(S(=O)(=O)N2CCOCC2)c1)NCc1ccc(Cl)cc1	5%	6%	14%	13%	-78%[inhibitor]	1%	2%	3%
S=C(Nc1ccc(Oc2ccccc2)cc1)NC1CCCCCC1	12%	4%	1%	-17%	-30%[inhibitor]	-10%	1%	-3%
COc1ccc(NC(=O)CN(c2ccccc2F)S(=O)(=O)c2ccc(C)cc2)c(OC)c1	1%	3%	-2%	4%	-5%	-1%	12%	3%
C=C1CCC(O)C2(C)CCC3C(C)C(=O)OC3C12O (configuration not stated)	4%	9%	-19%	7%	i	4%	4%	6%
CN(C)CCNc1nc(Oc2cccc(F)c2)c2sccc2n1	15%	-4%	-13%	2%	i	0%	-1%	-7%
Cc1cc(C)n(CC(=O)N2CCCC(N3CCN(c4cccc(C(F)(F)F)c4)CC3)C2)n1 (configuration not stated)	12%	1%	-1%	-1%	-33%[inhibitor]	-1%	-3%	2%
COc1ccc(Cn2nnnc2C(c2cc3ccc(OC)cc3[nH]c2=O)N2CCC(C)CC2)cc1 (configuration not stated)	-6%	2%	37%	6%	-6%	-12%	4%	1%
CC1CN(C(=O)c2cccc(S(=O)(=O)N3CCN(c4ccccc4)CC3)c2)CC(C)O1 (configuration not stated)	-13%	-1%	/	6%	-19%	6%	1%	2%
O=C(NN=C1C2CC3CC(C2)CC1C3)c1cccs1	-14%	-5%	-6%	17%	i	3%	2%	3%
COc1ccccc1CC(=O)Nc1nc(-c2ccc(F)c(F)c2)cs1	18µM*	9%	-2%	-5%	-25%	-7%	10%	-4%
Cc1cc(N)ncc1[N+](=O)[O-]	3%	9%	-25%	-20%	i	-3%	9%	2%
Cn1c(=O)c2c(nc(Br)n2CC(=O)C23CC4CC(CC(C4)C2)C3)n(C)c1=O	?	11%	?	-11%	-26%[57.5 µM]	16%	14%	-9%
CCc1ccc(NC(=O)C2(c3ccccc3)CC2(Cl)Cl)cc1 (configuration not stated)	?	26%	9%	?	-14%[57.5 µM]	-7%	22%	-13%
CSc1nsc(SCC(=O)Nc2nc3ccc(C)cc3s2)n1	19%	3%	-19%	-5%	-1%	-5%	2%	0%
O=C(NCCCN1CCN(CCCNC(=O)c2cccc([N+](=O)[O-])c2)CC1)c1cccc([N+](=O)[O-])c1	?	-3%	/	10%	i	3%	-4%	15%
CCn1cc(S(=O)(=O)Nc2cc(F)ccc2C)cn1	-3%[9.22 µM]	4%	-5%	0%	-10%	13%	-1%	-2%
COc1ccc(-c2nc3ccc(C)cn3c2Cc2ccc(C)cc2)cc1OC	?	11%	10%	-20%	-9%	10%	15%	-11%
Cc1cc(C)c(NC(=O)COc2nc3ccccc3nc2C)c(C)c1	7%	-4%	-6%	-5%	-3%	1%	-3%	-3%
CCCn1c(SCC(=O)NC2CCCCC2C)n[nH]c1=O (configuration not stated)	-11%	1%	5%	27%	-1%	0%	-6%	7%

Grouped by structure, those above with fluorine
canonical_smiles	TDP43 rescue	EPAC1 ag	FUS yeast rescue	EPAC1 antagonist	PTHR1 ag	aSyn rescue	EPAC2 ag	EPAC2 antag
CCOC(=O)/C=C1/SCC(=O)N1CC(=O)Nc1cccc(F)c1	-14%	4%	/	5%	i	-3%	11%	-5%
COc1ccc(S(=O)(=O)N2CCN(c3ccc(F)cc3)CC2)cc1-c1noc(C)n1	16%	/	-4%	/	i	5%	/	/
CCOC(=O)Cc1cnc(NC(=O)NC(C(=O)OCC)(c2ccccc2)C(F)(F)F)s1 (configuration not stated)	-5%	-5%	26%	-8%	-2%[57.5 µM]	0%	-12%	-10%
O=C(COC(=O)c1ccc(F)c(S(=O)(=O)N2CCOCC2)c1)NCc1ccc(Cl)cc1	5%	6%	14%	13%	-78%[inhibitor]	1%	2%	3%
COc1ccc(NC(=O)CN(c2ccccc2F)S(=O)(=O)c2ccc(C)cc2)c(OC)c1	1%	3%	-2%	4%	-5%	-1%	12%	3%
CN(C)CCNc1nc(Oc2cccc(F)c2)c2sccc2n1	15%	-4%	-13%	2%	i	0%	-1%	-7%
Cc1cc(C)n(CC(=O)N2CCCC(N3CCN(c4cccc(C(F)(F)F)c4)CC3)C2)n1 (configuration not stated)	12%	1%	-1%	-1%	-33%[inhibitor]	-1%	-3%	2%
COc1ccccc1CC(=O)Nc1nc(-c2ccc(F)c(F)c2)cs1	18µM*	9%	-2%	-5%	-25%	-7%	10%	-4%
CCn1cc(S(=O)(=O)Nc2cc(F)ccc2C)cn1	-3%[9.22 µM]	4%	-5%	0%	-10%	13%	-1%	-2%

Screening data: PubChem, National Center for Advancing Translational Sciences (NCATS)
